High-throughput results: PubChem, several laboratories
CHT PAM = human CHT allosteric activation. B-score at 10 µM. hit rate 0.49% among 310,000. CHT-expressing cells, membrane potential dye, choline EC20; active compounds read high; LV-AA mutant CHT in HEK293 cells. AID 488977. Q9GZV3;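 active = initial fluorescence not abnormally high and integrated response B-score, plate-corrected, over 3 SD above library mean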
Target sequence (Q9GZV3 whole entry, looked up): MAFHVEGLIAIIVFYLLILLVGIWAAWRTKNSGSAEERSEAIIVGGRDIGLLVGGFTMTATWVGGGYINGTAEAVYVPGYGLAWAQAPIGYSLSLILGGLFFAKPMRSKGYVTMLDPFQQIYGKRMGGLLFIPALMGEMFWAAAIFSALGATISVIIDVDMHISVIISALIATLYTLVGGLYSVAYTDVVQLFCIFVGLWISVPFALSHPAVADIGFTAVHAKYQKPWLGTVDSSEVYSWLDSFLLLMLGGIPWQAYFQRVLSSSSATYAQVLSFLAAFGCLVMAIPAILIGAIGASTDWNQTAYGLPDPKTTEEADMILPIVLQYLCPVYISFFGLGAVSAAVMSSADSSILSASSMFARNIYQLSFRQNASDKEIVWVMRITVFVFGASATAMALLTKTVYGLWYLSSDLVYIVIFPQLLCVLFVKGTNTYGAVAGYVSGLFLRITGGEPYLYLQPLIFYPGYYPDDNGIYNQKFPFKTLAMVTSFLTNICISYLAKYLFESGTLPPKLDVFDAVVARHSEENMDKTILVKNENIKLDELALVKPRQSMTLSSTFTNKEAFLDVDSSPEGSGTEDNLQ
OX1R antagonist = antagonists of human orexin 1 receptor; O43613; CHO/OX1R cells, Fluo-8 calcium fluorescence, orexin A; inhibition, % at 5 µM; hit rate 0.43% among 330,000;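 active = inhibition above its plate's threshold, mean inhibition of all tested compounds on the plate plus 3 SD, cut at about 37% in these data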;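 note: 0% = orexin A challenge wells and 100% = SB-334867-A antagonist wells; not every result past the cut was called active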
Target sequence (O43613 whole entry, looked up): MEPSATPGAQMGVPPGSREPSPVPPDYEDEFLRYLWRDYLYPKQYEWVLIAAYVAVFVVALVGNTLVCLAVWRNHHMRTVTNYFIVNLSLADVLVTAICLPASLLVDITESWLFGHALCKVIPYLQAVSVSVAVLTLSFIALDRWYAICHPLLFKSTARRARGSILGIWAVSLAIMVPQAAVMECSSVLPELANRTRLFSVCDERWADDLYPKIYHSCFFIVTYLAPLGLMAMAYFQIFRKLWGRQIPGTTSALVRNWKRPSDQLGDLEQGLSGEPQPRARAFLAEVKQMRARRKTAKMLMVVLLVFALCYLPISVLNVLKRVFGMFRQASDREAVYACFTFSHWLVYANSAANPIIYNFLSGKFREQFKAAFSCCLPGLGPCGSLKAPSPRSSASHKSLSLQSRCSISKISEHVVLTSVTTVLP
Numbers without * were called inactive; i = inactive; nt = not tested or not shown.

SMILES	CHT PAM	OX1R antagonist
O=C(OC(C(=O)NC1CCCCC1)c1ccccn1)c1cccs1 (stereo not drawn)	i	-20
CCOc1cc(CNn2cnnc2)cc(Cl)c1OCC(=O)NC(C)(C)C	i	6
CCC(=O)Nc1ccc(-c2ccc(N3CCCCC3)nn2)cc1	i	-28
CC1CCCCC12NC(=O)N(CC(=O)OCC(=O)Nc1ccc(F)cc1[N+](=O)[O-])C2=O (stereo not drawn)	nt	3
O=C(N/N=C/c1ccc([N+](=O)[O-])o1)c1cn(-c2ccccc2)nc1-c1ccc(Cl)cc1	i	-13
CC(CCc1ccccc1)NC(=O)CCC(=O)N1CCC(C(N)=O)CC1 (stereo not drawn)	i	6
CC(C)c1cc(Br)ccc1OCCN1C(=O)NC(C)(C)C1=O	i	-12
Nc1cc(C(Cl)=C(Cl)Cl)c(S(N)(=O)=O)cc1S(N)(=O)=O	i	9
Cc1ccc(S(=O)(=O)N/N=C\c2ccccc2OCc2ccccc2)cc1	i	-12
Cc1c(S(=O)(=O)N2CCCCC2)c(=O)n(C)c(=O)n1C	i	-4
CC(=O)c1ccc(-c2ccc(C(=O)N(C)c3c(N)n(Cc4ccccc4)c(=O)[nH]c3=O)o2)cc1	i	-13
O=C(Nc1ccccc1Cc1ccccc1)c1ccncc1	i	-22
Cn1nc(-c2ccc(OCC(=O)NCC3CCCO3)cc2)c2ccccc2c1=O (stereo not drawn)	i	-7
O=C(CCNS(=O)(=O)/C=C/c1ccccc1)NCCc1c[nH]c2ccccc12	i	-3
Cc1ccc(C2(CC(=O)N3CCCC3)CCOC(C(C)C)C2)cc1 (stereo not drawn)	i	-19
COc1ccc(C(=O)Nc2ccccc2C(=O)N/N=C/c2ccncc2)cc1OC	i	-8
CC(C)Oc1cccc(C(=O)C2CCCN(Cc3cccn3-c3cccnc3)C2)c1 (stereo not drawn)	i	-26
CCCCC(=O)Nc1ccc(NC(=O)c2cc(OC)c(OC)c(OC)c2)cn1	i	-16
Fc1cccc(CSc2ccc3nnc(-c4ccccn4)n3n2)c1	i	-23
O=C(NNC(=O)c1ccc2ncccc2c1)c1ccc(Cl)cc1	i	-19
Cc1ccc(NC(=O)NCc2cccnc2)cc1C	i	-5
O=C(Nc1ccccc1Br)C1CCC(=O)N1Cc1ccccc1Cl (stereo not drawn)	i	-1
O=C(CCc1nnc2ccc(N3CCOCC3)nn12)Nc1ccc(F)cc1F	i	-11
O=C(NC1CC2CCCC(C1)N2Cc1cccs1)N1CCOCC1 (stereo not drawn)	i	0
Cc1cc(C)c(C)c(S(=O)(=O)N2CCN(c3ncnc4ccccc34)CC2)c1C	nt	12
O=C(/C=C/c1ccco1)c1cccnc1	i	-21
COc1cc(C(=O)Nc2ccc(C)cn2)ccc1OCC(=O)N1CCOCC1	nt	-7
COc1cc(SC)ccc1C(=O)Nc1cc(C)c(OCC(=O)N2CCOCC2)c(C)c1	i	-30
COc1ccccc1C(=O)N/C(=C/c1cccc([N+](=O)[O-])c1)C(=O)Nc1cccc(C(=O)O)c1	i	-17
Cc1ccc(C(=O)COC(=O)CNC(=O)COc2ccccc2C)cc1C	i	-18
CCOC(=O)c1sc2ccccc2c1OC(=O)c1ccc(C)cc1	i	-30
Cc1nc(SCC(=O)Nc2c(C)n(C)n(-c3ccccc3)c2=O)nc(C)c1C	i	-15
O=c1c2ccccc2nc(SCc2cc(F)cc3c2OCOC3)n1Cc1ccco1	i	-3
NS(=O)(=O)OCCCc1ccc(C(F)(F)F)cc1	i	12
COc1cccc(NC(=O)CN(C)C(=O)CN2C(=O)NC(C)(c3ccc4ccccc4c3)C2=O)c1 (stereo not drawn)	i	-20
COc1ccccc1N=NC1=C(O)CC(C)(C)CC1=O	i	-13
Cc1ccc2c(c1)N(CCC(=O)NCC1CCCO1)C(=O)CO2 (stereo not drawn)	i	8
C[C@H](CO)N1C[C@H](C)[C@@H](CN(C)S(=O)(=O)c2cccs2)Oc2c(NS(=O)(=O)c3ccc(F)cc3)cccc2C1=O	nt	-34
CCOC(=O)c1cc(-c2ccccc2)n(CC(=O)Nc2ccc(OC)cc2)c1C	i	-3
Cc1ccc(OCCNC(=O)CCc2ccccc2)cc1C	i	-3
COc1ccc(C(=O)OCCc2ccc(O)cc2)cc1	i	5
O=C(N/C(=C/c1ccc([N+](=O)[O-])cc1)C(=O)N1CCCC1)c1ccccc1	i	-6
CCCOc1ccc(S(=O)(=O)N2CCN(C)CC2)c2ccccc12	i	-11
COC(=O)CSc1ncc(S(=O)(=O)c2ccccc2)c(=O)[nH]1	i	-19
COc1ccc([C@@H]2[C@@H]3C(=O)N(C(C)(C)C)C(=O)[C@@H]3[C@]3(Cc4ccc(Cl)cc4)C(=O)N(c4ccc(C)cc4)C(=O)N23)cc1	i	-42
CS(=O)(=O)N(CC(=O)N1CCc2ccccc2C1)c1ccc(Br)cc1	i	-23
Cc1ccccc1Oc1nc(-c2ccccn2)nc2ccccc12	i	-27
CCOC(=O)C1(Cc2cccc(Cl)c2)CCCN(C2CCN(C(C)=O)CC2)C1 (stereo not drawn)	i	-33
Cc1ccc(NC(=O)c2cn(CCC#N)nc2-c2cccs2)c([N+](=O)[O-])c1	i	-11
Cc1ccccc1OCC(=O)Nc1nc(-c2ccncc2)cs1	nt	-19
NC(=O)C1CCN(c2oc(-c3ccc(F)cc3)nc2S(=O)(=O)c2ccccc2)CC1	nt	9
COc1ccc(C(CNC(=O)C(CCSC)NC(=O)c2ccccc2OC)N2CCCCC2)cc1 (stereo not drawn)	i	-27
CCCc1cc(=O)n2[nH]c(-c3ccco3)nc2n1	i	-7
CCC(=O)Nc1cc(-c2nn3c(C)nnc3s2)ccc1C	i	2
Cc1[nH]c2c(ccc3ccccc32)c1C1C(CCN)C1(C)C (stereo not drawn)	i	-5
O=C(CCN1C(=O)c2ccccc2C1=O)NCc1cccc(Cl)c1	i	-33
Cc1[nH]nc2c1C1(C(=O)N(Cc3ccc(Cl)cc3)c3ccccc31)C(C#N)=C(N)O2 (stereo not drawn)	i	-1
CN(C)C1(CNC(=O)CC(NC(=O)c2ccccc2Cl)c2ccccc2)CCCCC1 (stereo not drawn)	i	-26
CC(C)(C)NC(=O)CN(C(=O)CN1C(=O)C(=O)c2ccccc21)C(C)(C)C	i	-28
O=c1cc(O)c2ccccc2n1Cc1ccccc1	i	-10

Other records follow:
SMILES	CHT PAM	OX1R antagonist
COCCn1c(SCC(=O)Nc2ccc3c(c2)OCCO3)nc2c(c1=O)SC(C)C2 (stereo not drawn)	i	-18
CCCCn1c(=O)n(C)c(=O)c2c(C(F)(F)F)cc(-c3ccncc3)nc21	i	-26
CCn1c(CCC(=O)O)nc2cc(S(=O)(=O)N3CCOCC3)ccc21	nt	-5
CCOC(=O)c1c(N)sc2c1CCCC2=O	i	8
O=C(CCC(=O)N1CCN(S(=O)(=O)c2ccc([N+](=O)[O-])cc2)CC1)N1CCOCC1	nt	10
O=C(Nc1ccc(F)cc1F)c1cccn1-c1ncc(C(F)(F)F)cc1Cl	i	-12
O=C(Cc1ccc(Cl)cc1)N/N=C/c1c(Cl)cccc1Cl	i	-16
CCOc1ccccc1C1C(C#N)=C(SCC(=O)OC)NC(=O)C1C(=O)OC (stereo not drawn)	i	-33
Cc1ccc2c(c1)N(CC(=O)N(Cc1ccc3c(c1)OCO3)CC1CCCO1)C(=O)C(C)O2 (stereo not drawn)	i	-21
O=C(CCC1CCCC1)Nc1ccc(C(=O)NCc2cccnc2)cc1	i	-18
Cc1cccc(N2CC(C(=O)Nc3nccs3)CC2=O)c1C (stereo not drawn)	i	2
CC(C)Cn1c(=O)c2ccccc2n2c(CCC(=O)NC3CCN(Cc4ccccc4)CC3)nnc12	i	-25
CC(C)N(C(=O)CSc1nc2c([nH]1)c(=O)n(C)c(=O)n2C)c1ccccc1	i	-19
CCCN1C2=NS(=O)(=O)CCN2c2ccccc21	i	-8
CCOc1ccc(C(=O)NC(C(=O)NCc2ccccc2OC)C(C)C)cc1 (stereo not drawn)	i	-36

Profiles, quoted from the list. Values in the order: CHT PAM | OX1R antagonist
Entry for CCOc1ccccc1C1C(C#N)=C(SCC(=O)OC)NC(=O)C1C(=O)OC (stereo not drawn) → i | -33
Entry for CS(=O)(=O)N(CC(=O)N1CCc2ccccc2C1)c1ccc(Br)cc1 → i | -23
Entry for Nc1cc(C(Cl)=C(Cl)Cl)c(S(N)(=O)=O)cc1S(N)(=O)=O → i | 9
Entry for Cc1ccc(S(=O)(=O)N/N=C\c2ccccc2OCc2ccccc2)cc1 → i | -12
Entry for Cc1ccccc1Oc1nc(-c2ccccn2)nc2ccccc12 → i | -27

Next section:
SMILES	CHT PAM	OX1R antagonist
CC(=O)N1CCCc2cc(S(=O)(=O)NC(C(=O)NC(C)c3ccccc3)C(C)C)ccc21 (stereo not drawn)	i	-28
O=C(c1cc2c(s1)CCCCC2)N1CCN(c2ncccn2)CC1	i	-4
COc1cccc(C(=O)Nc2ncc3c(n2)CC(C)(C)CC3=O)c1	i	-30
OCC1(CCOc2ccccc2)CCN(Cc2nc3ccc(F)cc3[nH]2)CC1	i	-19
Cc1ccc(S(=O)(=O)n2nc(-c3ccco3)nc2N)cc1	i	-9
Cc1ccccc1CSc1nnc2ccc(-c3ccncc3)nn12	i	-12
O=C(Nc1ccc(F)cc1)C(c1ccccc1)N1CCN(S(=O)(=O)c2ccc3ccccc3c2)CC1 (stereo not drawn)	i	-10
Clc1cccc(CNCC2CCCO2)c1Cl (stereo not drawn)	i	-8
Cc1ccc(NNC(=O)c2ccno2)cc1Cl	i	-13
CCOc1ccc(S(=O)(=O)Nc2ccc(C(=O)NCC(c3ccco3)N(C)C)cc2)cc1 (stereo not drawn)	i	-2
Cc1cccc(/C=N/NC(=O)c2cc(C3CC3)nc3ccccc23)n1	i	-10
CCN(c1ccccc1)S(=O)(=O)c1ccc(OC)c(NC(=O)C2CCC2)c1	nt	-9
Cc1ccc(OCCOC(=O)c2sc(=S)n(C)c2C)cc1	i	-29
Cc1cccc(C(=O)NC(=S)Nc2cccc3nc(C)ccc23)c1	i	-34
CCOc1ccc(-c2nc(N)nc(C)c2-c2ccc(OC)c(OC)c2)c(O)c1	i	-16

Overlap with the part before: six compounds, followed by the next part.
SMILES	CHT PAM	OX1R antagonist
CCOc1ccc(S(=O)(=O)Nc2ccc(C(=O)NCC(c3ccco3)N(C)C)cc2)cc1 (stereo not drawn)	i	-2
Cc1cccc(/C=N/NC(=O)c2cc(C3CC3)nc3ccccc23)n1	i	-10
CCN(c1ccccc1)S(=O)(=O)c1ccc(OC)c(NC(=O)C2CCC2)c1	nt	-9
Cc1ccc(OCCOC(=O)c2sc(=S)n(C)c2C)cc1	i	-29
Cc1cccc(C(=O)NC(=S)Nc2cccc3nc(C)ccc23)c1	i	-34
CCOc1ccc(-c2nc(N)nc(C)c2-c2ccc(OC)c(OC)c2)c(O)c1	i	-16
CC1=C(C(=O)Nc2ccccn2)C(c2ccc(Br)cc2)n2ncnc2N1 (stereo not drawn)	i	-30
Cc1ccc(S(=O)(=O)NN2C(=O)c3ccccc3NC2c2ccco2)cc1 (stereo not drawn)	i	-12
O=C(Nc1ncccn1)C1CCCCC1	i	-5
Cc1cc(C(=O)O[C@H]2[C@H](C)NS(=O)(=O)[C@H]3C[C@@H]4C=C[C@]23O4)cc([N+](=O)[O-])c1	nt	-1
COc1ccc(CC(=O)OCC(=O)NCCc2ccccc2)cc1OC	i	-1
CC1CCN(C(=O)c2[nH]cnc2C(=O)NCC(=O)OCc2ccccc2)CC1	i	-17
CCOc1ccc(-c2c(C(=O)N/N=C/c3c[nH]c4ccccc34)nnn2-c2nonc2N)cc1	i	16
Cc1cc(C)[n+](C)n1CC(O)Cn1c2ccccc2c2ccccc21 (stereo not drawn)	i	-2
COc1ccc(N(C(=O)c2ccc(Cl)cc2)C2=CC3CCC(C2)N3C)cc1 (stereo not drawn)	i	-9
CC12CN3CC(C)(CN(C1)C3c1ccc3ccccc3c1O)C2=O (stereo not drawn)	i	-18
COc1ccc(C(=O)/C=C/C(=O)N(Cc2ccccc2)C(C(=O)NC2CCCCC2)c2ccncc2)c(O)c1 (stereo not drawn)	i	-29
Fc1ccc(COc2ccc(-c3nnco3)cc2)cc1	i	0
O=C(Cn1ncc2c3ccccc3n(Cc3ccccc3)c2c1=O)N1CCN(c2ccccn2)CC1	i	-32
Cc1cccc(NC(=O)Cn2nc(-c3cccs3)ccc2=O)c1C	i	-12
COC(=O)c1c(NC(=O)c2cccs2)sc2c1CCC(C)C2 (stereo not drawn)	i	-12

4 compounds from above, ordered by the value under OX1R antagonist, ascending:
molecule	OX1R antagonist
O=C(Cn1ncc2c3ccccc3n(Cc3ccccc3)c2c1=O)N1CCN(c2ccccn2)CC1	-32
Cn1nc(-c2ccc(OCC(=O)NCC3CCCO3)cc2)c2ccccc2c1=O (stereo not drawn)	-7
Nc1cc(C(Cl)=C(Cl)Cl)c(S(N)(=O)=O)cc1S(N)(=O)=O	9
CCOc1ccc(-c2c(C(=O)N/N=C/c3c[nH]c4ccccc34)nnn2-c2nonc2N)cc1	16

Following part:
SMILES	CHT PAM	OX1R antagonist
COc1ccccc1Cn1[nH]nnc1=S	i	-4
CCN(C(=O)CSc1nnc(Cn2nnc3ccccc32)o1)c1nc(C)cs1	i	-25
CCOC(=O)c1sc(C)c2c(=O)n(CCCN3CCOCC3)cnc12	i	-24
O=C(NC(Cc1ccccc1)C(=O)OCC(=O)N1CCc2ccccc21)c1ccco1 (stereo not drawn)	i	-14
CN1C2C=C3C(C#N)=C(N)C(C#N)(C#N)[C@@H](c4cccc(F)c4)[C@@H]3C1CC2 (stereo partly drawn)	i	-12
O=c1cc(-c2ccccc2)oc2cc(O)c(O)c(O)c12	nt	-18
O=C(Oc1ccc(C(=S)N2CCOCC2)cc1Cl)c1ccccc1F	i	8
O=C(Nc1ccc(N2CCOCC2)cc1)c1cccc(S(=O)(=O)N2CCOCC2)c1	nt	-14
CN1C(=O)C2(c3ccccc31)c1c(oc3ccccc3c1=O)C(=O)N2CCCO (stereo not drawn)	i	-15
COc1cccc(CNC(=O)c2nnn(CC(=O)Nc3cc(Cl)ccc3C)c2N)c1	i	-6
